Bioassay records: PubChem BioAssay, Johns Hopkins Ion Channel Center
KCNK9 inh: KCNK9 potassium channel inhibitors, primary screen, HEK293 cells, thallium flux | Potassium channel subfamily K member 9 (Homo sapiens), Q9NPC2 | FluxOR thallium flux fluorescence; stronger effect = lower value | B-score at 10 µM | 310,000 tested, 1.2% active | AID 488922, 2010;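 active means ratio B-score over 3 SD below the library mean, with starting fluorescence within 5 SD of its mean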;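 further: negative B-score means less thallium flux so channel inhibition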
RGS4 inh: RGS4 inhibitors, primary screen, cell-based, HEK293 M3R inducible RGS4, calcium flux. Regulator of G-protein signaling 4 (Homo sapiens), P49798. Fluo-4 calcium flux; stronger effect = higher value; triggered by carbachol at its EC20. B-score at 10 µM. 310,000 tested, 0.45% active;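 active means B-score, a plate-corrected calcium signal, over three deviations above library mean, with baseline fluorescence within five deviations of library mean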;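 further: RGS4 expression induced by doxycycline in cells with stable M3 receptor; B-score is computed from the integrated fluorescence ratio over baseline after carbachol; higher B-score means a larger calcium signal and so more RGS4 inhibition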
MrgX1 allo act: positive allosteric modulators of MrgX1, primary screen, HEK293 cells, Fluo-4 calcium flux. Mas-related G-protein coupled receptor member X1 (Homo sapiens), Q96LB2. FDSS; stronger effect = higher value. B-score at 10 µM. 310,000 tested, 0.63% active. AID 588675, 2011;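 active means plate-corrected calcium response at least 3 library SD above typical, normal starting fluorescence, not activating the receptor alone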;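 further: compound read alongside a low EC10 to EC30 dose of BAM8-22 agonist; peak minus trough fluorescence over baseline measured at the second addition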
Target sequence (Q96LB2 whole entry, looked up): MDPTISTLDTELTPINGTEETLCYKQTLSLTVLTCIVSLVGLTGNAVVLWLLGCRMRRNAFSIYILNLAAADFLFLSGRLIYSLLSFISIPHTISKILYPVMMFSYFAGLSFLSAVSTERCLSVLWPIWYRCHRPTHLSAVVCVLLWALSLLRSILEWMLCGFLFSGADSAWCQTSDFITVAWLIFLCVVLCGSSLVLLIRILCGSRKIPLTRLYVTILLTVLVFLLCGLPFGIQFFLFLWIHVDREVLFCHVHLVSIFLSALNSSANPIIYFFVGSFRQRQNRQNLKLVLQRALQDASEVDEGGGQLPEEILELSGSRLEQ
hERG rescue: hERG rescue from dofetilide block, primary screen, cell-based, CHO-hERG, FluxOR thallium flux, dofetilide IC70; activation (rescue from dofetilide block), less the hit threshold, % at 10 µM; AID 1511, 2009; 310,000 tested, 0.51% active; dofetilide IC70 present;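 active means activation above the mean of controls blocked by dofetilide plus 5 SD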;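 further: thallium influx through hERG after potassium depolarization seen as dye fluorescence rise; in these data hits start at about 4.7%; inactives centre near -7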
KCNQ1 pot: potentiators or activators of KCNQ1 channel, primary screen, cell-based, thallium flux, high-throughput | Potassium voltage-gated channel subfamily KQT member 1 (Homo sapiens), P51787 | CHO-K1 KCNQ1, thallium flux FluxOR fluorescence; stronger effect = higher value | B-score at 10 µM | 310,000 tested, 0.35% active | AID 2648, 2010;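 active means fluorescence ratio B-score, a plate-corrected score, at least three library SD, with initial intensity B-score within 5 SD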
Target sequence (P51787 whole entry, looked up): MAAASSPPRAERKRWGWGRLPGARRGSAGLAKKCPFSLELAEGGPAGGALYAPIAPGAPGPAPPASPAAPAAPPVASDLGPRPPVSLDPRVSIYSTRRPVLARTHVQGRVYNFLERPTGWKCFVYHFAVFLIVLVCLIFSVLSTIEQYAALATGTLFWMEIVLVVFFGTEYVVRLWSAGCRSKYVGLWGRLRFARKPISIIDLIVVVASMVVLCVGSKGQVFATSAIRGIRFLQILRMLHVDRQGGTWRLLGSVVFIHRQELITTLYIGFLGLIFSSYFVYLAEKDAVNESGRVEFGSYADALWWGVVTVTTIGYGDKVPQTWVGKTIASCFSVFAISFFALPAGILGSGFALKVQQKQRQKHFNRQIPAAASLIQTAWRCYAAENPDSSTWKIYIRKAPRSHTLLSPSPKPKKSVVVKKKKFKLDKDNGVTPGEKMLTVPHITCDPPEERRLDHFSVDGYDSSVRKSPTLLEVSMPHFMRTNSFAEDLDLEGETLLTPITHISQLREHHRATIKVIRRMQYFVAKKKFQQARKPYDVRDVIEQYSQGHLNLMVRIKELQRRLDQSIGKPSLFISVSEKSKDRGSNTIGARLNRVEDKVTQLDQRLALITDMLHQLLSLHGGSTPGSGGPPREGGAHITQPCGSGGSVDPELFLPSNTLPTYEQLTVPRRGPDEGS
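assay system = CHO-K1 cells stably expressing KCNQ1 | medium = assay buffer, equal DMSO in all wells | timing = 37 °C overnight plating, 90-min dark dye load, 20-min compound pretreatment | measured by = kinetic FluxOR thallium fluorescence, 10-s 1-Hz baseline, 110-s post-stimulus read | measure = fluorescence change relative to baseline, converted to B score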
KCNQ1 inh: inhibitors of human KCNQ1 channel, primary screen, cell-based, thallium flux, high-throughput; Potassium voltage-gated channel subfamily KQT member 1 (Homo sapiens), P51787; CHO-K1 KCNQ1, FluxOR thallium flux fluorescence; stronger effect = higher value; B-score at 10 µM; 310,000 tested, 1.3% active; AID 2642, 2010;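 active means compounds whose thallium flux B-score, printed positive for inhibition, exceeds three library SD while starting fluorescence stays within three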;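 further: channel opened by potassium depolarization with thallium stimulus after 20 min compound exposure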
KCNK3 inh: human KCNK3 channel inhibitors, primary screen, CHO cells, FluxOR thallium flux, B-score | FluxOR fluorescence; stronger effect = lower value | 340,000 tested, 0.84% active | B-score at 10 µM;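 active means B-score under library mean minus 4 SD, starting fluorescence ratio at most library mean plus 5 SD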;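 further: more negative B-score means stronger inhibition of thallium flux through KCNK3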
RGS4 pot: RGS4 potentiators or activators, primary screen, cell-based, HEK293 M3R inducible RGS4, calcium flux; carbachol calcium flux Fluo4; stronger effect = lower value; B-score at 10 µM; 310,000 tested, 0.92% active;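 active means B-score of the integrated calcium signal more than 4 SD below the library mean, with starting fluorescence not abnormally high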;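 further: negative B-score means reduced calcium response which marks RGS4 activation or potentiation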
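test system = HEK293 cells with stable M3R and inducible RGS4 | schedule = recording 10 s baseline at 1 Hz, 100 s post-agonist | technique = Fluo4-AM (2 µM) calcium-flux fluorescence, kinetic read | measure = Agonist-evoked peak-minus-minimum fluorescence over baseline, integrated ratio, B score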
MrgX1 ag: agonists of human MrgX1 receptor, primary screen, HEK293 cells, Fluo-4 calcium flux. Fluo-4 calcium fluorescence, agonist mode; stronger effect = higher value. B-score at 10 µM. 310,000 tested, 0.44% active. AID 588627, 2011;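 active means calcium response B-score plate-corrected fluorescence ratio at least 3 library SD, with starting fluorescence B-score inside 5 SD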
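Assay system: MrgX1-expressing HEK293 cells / Amount: fifteen thousand cells per well / Doses: test compound in the initial addition of three / Timing: cells plated overnight, dye loaded 0.5 h 37 °C, 0.5 h room temperature / Technique: kinetic calcium dye fluorescence, Fluo-4 NW / Control set: positive and negative controls per plate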
TMEM16A act: TMEM16A chloride channel activators or potentiators, primary screen, cell-based, HTS. B-score at 10 µM. HEK293 TMEM16A/YFP-H148Q/I152L, iodide quench fluorescence; stronger effect = lower value. Anoctamin-1 (Mus musculus), Q8BHY3. AID 623877, 2012. 340,000 tested, 0.3% active;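 active means fluorescence-ratio B-score plate-corrected deviation score at least 3 library SD below zero, with starting fluorescence score within 5 deviations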;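 further: channel opened by trigger with iodide after compound preincubation; score built on the fluorescence ratio of max minus min over baseline; more negative score means more quench and so TMEM16A activation or potentiation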
TMEM16A inh: TMEM16A chloride channel inhibitors, primary screen, cell-based, HTS; Anoctamin-1 (Mus musculus), Q8BHY3; HEK293 TMEM16A/YFP iodide influx fluorescence, ionomycin; normalized B-score (activity score, 25-100; higher = stronger inhibition) at 10 µM; 310,000 tested, 1.2% active; AID 588511, 2011;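 active means ratio plate-corrected score three or more library SD toward inhibition, starting fluorescence score within five deviations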;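 further: score derived from kinetic fluorescence span divided by baseline fluorescence per well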
Active calls of the source: *; i = inactive; nt = not tested or not shown.

SMILES | KCNK9 inh | RGS4 inh | MrgX1 allo act | hERG rescue | KCNQ1 pot | KCNQ1 inh | KCNK3 inh | RGS4 pot | MrgX1 ag | TMEM16A act | TMEM16A inh
O=C(CCNC(=O)c1ccccc1Cl)Nc1ccc(Br)c(C(F)(F)F)c1 | i | i | i | -12 | i | i | i | i | i | i | i
CCOC(=O)C1=C(Cn2ccc(C(F)(F)F)n2)NC(=O)NC1c1ccc2c(c1)OCO2 (configuration not stated) | i | i | i | -14 | i | i | i | i | i | i | i
COc1ccccc1NC(=O)CSc1nnc(CNC(=O)c2cccs2)o1 | i | i | i | -6 | i | i | i | i | i | i | i
Cc1cc(C)c2oc(C(=O)N3CCN(C)CC3)cc(=O)c2c1 | i | i | i | -1 | i | i | i | i | i | i | i
CC[n+]1cc(-c2ccccc2)nc(N2CCOCC2)n1 | i | i | i | -10 | i | i | i | i | i | i | i
NC(=O)[C@H]1CC2(CC(c3cccc(NC(=O)c4ccccc4)c3)=NO2)CN1C(=O)[C@H]1CCC(=O)N1 (some centres not stated) | i | i | i | -6 | i | i | i | i | i | i | i
Cc1nn(-c2ccc(F)cc2)c(Cl)c1/C=C(\CC(=O)O)c1nc2ccccc2s1 | i | i | i | -15 | i | i | i | i | i | i | i
CCOC(=O)CC1=CC(C)(CC(=O)OCC)C(C#N)(C#N)C(N)=C1C#N (configuration not stated) | i | i | i | 1 | i | i | i | i | i | i | i
O=C(O)c1cccc(NC(=O)c2ccc(CN3C(=O)c4ccccc4C3=O)cc2)c1 | i | i | i | -7 | i | i | i | i | i | i | i
CSc1nc(C)c(CCOC(=O)c2cccc(C)c2)c(=O)[nH]1 | i | i | i | -8 | i | i | i | i | i | i | i
CC(C)(C)C(=O)Cn1c(=N)n(Cc2ccccc2)c2ccccc21 | i | i | i | -16 | i | 7* | i | i | i | i | i
CCOc1ccccc1OCCOc1cccc(C(F)(F)F)c1 | i | i | i | -6 | i | i | i | i | i | i | i
CC(=O)NC1C(OC(=O)/C=C/c2ccccc2)OC(COC(C)=O)C(OC(C)=O)C1OC(C)=O (configuration not stated) | i | i | i | -6 | i | i | i | i | i | i | i
Nc1cccc2c1C(=O)N(C(=O)/C=C/c1cccc(F)c1)C2=O | i | i | i | -12 | i | i | i | i | i | i | i
O=C(CC1C(=O)NCCN1Cc1ccc(-c2ccccc2)cc1)NC1CCC1 (configuration not stated) | i | i | i | -2 | i | i | i | i | i | i | i
N#Cc1c(-c2ccc(Cl)cc2Cl)nc2n(c1=O)CCS2 | i | i | i | -3 | i | i | i | i | i | i | i
Cc1ccccc1-c1nc(C(=O)NCC2CCCO2)cc2c1[nH]c1ccccc12 (configuration not stated) | i | i | i | -15 | i | i | i | i | i | i | i
COc1ccc(S(=O)CC(=O)Nc2ccccc2Cl)cc1 (configuration not stated) | i | i | i | -7 | i | i | i | i | i | i | i
CCOc1ccccc1NC(=O)c1cnc(NS(=O)(=O)c2ccccc2)nc1 | i | i | i | -6 | i | i | i | i | i | i | i
Cn1c(OCc2cccnc2)nc2c1c(=O)n(Cc1ccccc1)c(=O)n2C | i | i | i | -8 | i | i | i | i | i | i | i
CSc1cccc(CN2CCCC(CO)(Cc3cccc(Cl)c3)C2)c1 (configuration not stated) | i | i | i | -18 | i | 7* | i | i | i | i | i
CC(Sc1nc2c(c(=O)[nH]1)CCCC2)C(=O)Nc1ccccc1C#N (configuration not stated) | i | i | i | -7 | i | i | i | i | i | i | i
Cc1cc(NC(=O)c2ccc(Br)c(S(=O)(=O)N3CCCC3)c2)no1 | i | i | i | -8 | i | i | i | i | i | i | i
CC(C)(C)OC(=O)N[C@@H](Cc1ccccc1)C(=O)N1CCC(C(=O)N[C@@H](Cc2c[nH]c3ccccc23)C(=O)O)CC1 | i | i | i | -6 | i | i | i | i | i | i | i
COCCCNCCCCSc1ccc(Cl)cc1 | i | i | i | -12 | i | i | i | i | i | i | i
O=C(CN1CCc2ccccc21)NC(=O)NC1CCCCC1 | i | i | i | -9 | i | i | i | i | i | i | i
C=CCN1c2ccccc2[C@]23C[C@@H](C(=O)OC)N(C(=O)NC4CCCC4)C2=NC(C(=O)OC)=C(C(=O)OC)[C@H]13 | i | i | i | -6 | i | i | i | i | i | i | i
COc1ccc(NS(=O)(=O)c2ccc(N3CCOCC3)c(NC(=O)c3cccc(F)c3)c2)cc1 | i | i | i | -5 | i | i | i | i | i | i | i
COc1ccc(NC(C)=[N+](C)CCNS(=O)(=O)c2ccc(Cl)cc2)cc1Cl | i | i | i | -11 | i | i | i | i | i | i | i
CC(C)c1ccc(CCNC(=O)CSC(=S)N2CCCC2)cc1 | i | i | i | -11 | i | i | i | i | i | i | i
COc1ccc(-n2nc(C(=O)NCC(=O)N3CC(C)CC(C)C3)c3ccccc3c2=O)cc1OC (configuration not stated) | i | i | i | -16 | i | i | i | i | i | i | i
Cc1ccccc1S(=O)(=O)c1c(C)cc(C)n(C(C)C)c1=O | i | i | i | -7 | i | i | i | i | i | i | i
O=c1[nH][nH]cc1C=Nc1cc(Cl)ccc1O | i | i | i | -8 | i | i | i | i | i | i | i
CCC(=O)N1N=C(c2ccc(C)o2)CC1c1ccc(Br)cc1 (configuration not stated) | i | i | i | -8 | i | i | i | i | i | i | i
COc1ccc(N(CC(=O)N2CCN(c3ccc(F)cc3)CC2)S(=O)(=O)c2c(C)n[nH]c2C)cc1 | i | i | i | -20 | i | i | i | i | i | i | i
CCC(C(=O)NC1CCCC1)N(Cc1ccccc1Cl)C(=O)c1snc(C(N)=O)c1N (configuration not stated) | i | i | i | -9 | i | i | i | i | i | i | i
CCCCN(CCCC)S(=O)(=O)c1ccc(SCC(=O)OCC)c([N+](=O)[O-])c1 | i | i | i | -4 | i | i | i | i | i | i | i
CCn1cc(C(=O)O)c(=O)c2cc(F)c(N3CCN(C(=S)NC(=O)c4ccc(OC)cc4)CC3)cc21 | i | i | i | -2 | i | i | i | i | i | i | i
Cc1ccc(C(c2c(C)n(C)n(-c3ccccc3)c2=O)c2c(C)n(C)n(-c3ccccc3)c2=O)s1 | i | i | i | -7 | i | i | i | i | i | i | i
O=C(COc1ccc(Cl)cc1Br)Nc1ccncc1 | i | i | i | -7 | i | i | i | i | i | i | i
CC(C)C(C(=O)C=[N+]=[N-])N1C(=O)c2ccccc2C1=O (configuration not stated) | i | i | i | -3 | i | i | i | i | i | i | i
Cc1noc(NS(=O)(=O)c2ccc(N3CC(O)=C(c4ccccc4)C3=N)cc2)c1C | i | i | i | -2 | i | i | i | i | i | i | i
Cc1ccc(-c2cc(C(=O)N3CCN(C(=O)c4ccco4)CC3)[nH]n2)c(C)c1 | i | i | i | -7 | i | i | i | i | i | i | i
O=C(Nc1ccon1)c1csc2ccccc12 | i | i | i | -11 | i | i | i | i | i | i | i
Cn1ccsc1=NC(=O)c1ccccc1OC(F)F | i | i | i | -7 | i | i | i | i | i | i | i
O=C(Nc1nc(-c2ccc(F)cc2)cs1)C1CCCO1 (configuration not stated) | i | i | i | -7 | i | i | i | i | i | i | i
COc1ccc(C2=NOC(C(=O)Nc3cc(Br)ccc3O)C2)cc1OC (configuration not stated) | i | i | i | -10 | i | i | i | i | i | i | i
O=C(CSc1n[nH]c(-c2cccs2)n1)N1CCCc2ccccc21 | i | i | i | -5 | i | i | i | i | i | i | i
CCN(CC(=O)Nc1cc(Cl)ccc1C)c1ncnc2sc(C)c(C)c12 | -6.6* | i | i | -11 | i | i | i | i | i | i | i
CN1CCN(C(=O)c2ccc(CS(=O)(=O)c3c(Cl)cccc3Cl)o2)CC1 | i | i | i | -5 | i | i | i | i | i | i | i

(further entries)
SMILES | KCNK9 inh | RGS4 inh | MrgX1 allo act | hERG rescue | KCNQ1 pot | KCNQ1 inh | KCNK3 inh | RGS4 pot | MrgX1 ag | TMEM16A act | TMEM16A inh
Cc1ccc(S(=O)(=O)N2CCC(N3CCCCCC3)CC2)cc1 | i | i | i | -9 | i | i | i | i | i | i | i
Cn1c(SCC(=O)NCc2ccccc2)nc2ccccc21 | i | i | i | -9 | i | i | i | i | i | i | i
CCOC(=O)c1ccc(NCc2nc3ccccc3[nH]2)cc1 | i | i | i | -11 | i | i | i | i | i | i | i
Cn1c(CNC(=O)Nc2ccccc2Cl)nnc1SCc1ccccc1 | i | i | i | -4 | i | i | i | i | i | nt | i
Nc1ccccc1Sc1ccc(C(=O)c2ccccc2C(=O)O)cc1[N+](=O)[O-] | i | i | i | -6 | i | i | i | i | i | i | i
Cc1cc(C)cc(C(=O)N/N=C/c2ccoc2)c1 | i | i | i | -6 | i | i | i | i | i | i | i
COc1ccc(NC(=O)C2CCC(=O)N2C(=O)OCc2ccccc2)cc1 (configuration not stated) | i | i | i | -5 | i | i | i | i | i | i | i
COc1cc(O)c(C(CCN2CCOCC2)c2ccc3c(c2)OCO3)c(OC)c1 (configuration not stated) | i | i | i | -12 | i | i | i | i | i | i | i
Cn1cc(C2CC(c3ccccc3)=NN2C(=O)c2ccccc2)c2ccccc21 (configuration not stated) | i | i | i | -7 | i | i | i | i | i | i | i
NC(=O)CSc1nc2c(sc3ccccc32)c(=O)n1CCCC(=O)NCC1CCCO1 (configuration not stated) | i | i | i | -8 | i | i | i | i | i | i | i
Cc1c(OCC(=O)NC(Cc2ccc(Cl)cc2)C(=O)O)ccc2c3c(c(=O)oc12)CCC3 (configuration not stated) | i | i | i | -7 | i | i | i | i | i | i | i
O=C(Nc1nc2ccccc2n1CCN1CCOCC1)c1ccccc1 | i | i | i | -1 | i | i | i | i | i | i | i
